# Bioassay records (PubChem BioAssay)
# TNAP inh hi DEA: blocks human TNAP under high phosphate acceptor concentration | purified TNAP, CDP-star luminescence, 1 M DEA | inhibition, % at 20 µM | hit rate 0.03% among 200,000 | P05186;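 active = over 50% inhibition of tissue-nonspecific alkaline phosphatase at 20 µM in the single-dose screen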;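 also: plate controls were DMSO wells for no effect and EDTA-quenched wells as full inhibition for full effect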
# Target sequence (P05186 whole entry, looked up): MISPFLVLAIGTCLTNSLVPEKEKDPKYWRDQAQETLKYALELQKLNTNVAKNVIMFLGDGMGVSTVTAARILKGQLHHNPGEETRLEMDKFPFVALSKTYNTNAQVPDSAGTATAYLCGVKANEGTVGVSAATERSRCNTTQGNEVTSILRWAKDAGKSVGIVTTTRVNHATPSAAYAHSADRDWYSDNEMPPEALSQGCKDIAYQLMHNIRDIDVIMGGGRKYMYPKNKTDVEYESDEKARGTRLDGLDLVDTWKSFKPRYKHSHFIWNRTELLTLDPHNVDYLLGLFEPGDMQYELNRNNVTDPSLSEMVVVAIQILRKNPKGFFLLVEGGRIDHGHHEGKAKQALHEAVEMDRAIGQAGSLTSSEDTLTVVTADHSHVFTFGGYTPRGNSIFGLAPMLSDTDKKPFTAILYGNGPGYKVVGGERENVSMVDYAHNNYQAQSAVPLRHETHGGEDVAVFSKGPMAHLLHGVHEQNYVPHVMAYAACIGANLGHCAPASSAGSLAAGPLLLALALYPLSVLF
# Lmaj promast: inhibitors of Leishmania major promastigote growth; Leishmania major promastigotes, resazurin fluorescence viability; inhibition, % at 10 µM; hit rate 9% among 200,000; AID 1063; in the data active = inhibition above about 50%;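 also: promastigotes grown with compound for 44 hours at 28 °C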
# Hsp70 activator: transcriptional activators of Hsp70; HeLa Hsp70 promoter luciferase reporter, luminescence; scaled: vehicle 0, proteasome-inhibitor control 100%; activation, % at 10 µM; hit rate 0.04% among 200,000; AID 1203;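 active = activation above the mean across all tested compounds plus 3 SD, cutoff set per campaign, cut at about 5.5% in these data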;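 also: 100% = MG132 at 30 µM as the positive control and 0% = DMSO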
# PMI act satM6P: activators of human phosphomannose isomerase at near-saturating mannose 6-phosphate; P34949; coupled PMI enzyme assay, resazurin fluorescence, 20 min; active compounds read high; 1 = untreated enzyme, 0 = substrate-free blank; activation factor at 20 µM; hit rate 0.34% among 190,000; AID 1216;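 active = activation factor of 2 or more at 20 µM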
#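 Test system: human PMI in coupled enzyme assay; Input: PMI at 15 ng/mL final; Medium: HEPES buffer, pH 7.4; Schedule: 20 min incubation at room temperature; Technique: resorufin fluorescence at Ex 544/Em 590 nm; Compound: 20 µM single dose; Probe or stimulus: Near-saturating mannose-6-phosphate, 1.0 mM.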
# TNAP inh noacc: TNAP (human) inhibition, acceptor-free conditions | P05186 | purified TNAP, CDP-star luminescence, 30 min | inhibition, % at 20 µM | hit rate 0.26% among 200,000 | AID 1012;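 active = tissue-nonspecific alkaline phosphatase inhibition above about 50% at 20 µM in the single-dose screen, limit read from the data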;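 also: 0% = DMSO negative control and 100% = EDTA positive control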
# PMI activator: activators of human phosphomannose isomerase. purified human PMI, coupled resazurin fluorescence, 20 min; active compounds read high; 1 = vehicle control, 0 substrate-free wells. activation factor at 20 µM. hit rate 0.005% among 190,000;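 active = activation factor of 2 or more at 20 µM, relative to plate controls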
# RAM network inh: yeast RAM network inhibition; S. cerevisiae dse1pr::URA3 reporter, 5-FOA growth OD615, 2 d; analog-sensitive cbk1-as2 kinase mutant strain; inhibition, % at 50 µM; hit rate 1.8% among 190,000;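 active = inhibition above a set limit, 3 SD over mean compound inhibition, cut at about 8.4% in these data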;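 also: 0% = DMSO-only wells with no growth and 100% = 10 µM 1-NA-PP1 full growth; inhibition rescues growth on 5-FOA so higher OD means more RAM inhibition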
# S1P3 antag: S1P3 (human) receptor antagonism; inhibition, % at 4.98 µM; Q99500; hit rate 0.27% among 170,000; CHO S1P3 NFAT-BLA reporter, FRET fluorescence, antagonist mode;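 active = inhibition above the plate cutoff, the mean inhibition of test wells on that plate plus 3 SD, cut at about 28% in these data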;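 also: cells challenged with S1P at its EC80 of 0.8 µM; blue over green emission ratio from cleaved BLA substrate after 4 h stimulation; 0% = S1P-stimulated wells and 100% = unstimulated DMSO-only wells; some compounds past the cut are filed as inactive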
# Target sequence (Q99500 whole entry, looked up): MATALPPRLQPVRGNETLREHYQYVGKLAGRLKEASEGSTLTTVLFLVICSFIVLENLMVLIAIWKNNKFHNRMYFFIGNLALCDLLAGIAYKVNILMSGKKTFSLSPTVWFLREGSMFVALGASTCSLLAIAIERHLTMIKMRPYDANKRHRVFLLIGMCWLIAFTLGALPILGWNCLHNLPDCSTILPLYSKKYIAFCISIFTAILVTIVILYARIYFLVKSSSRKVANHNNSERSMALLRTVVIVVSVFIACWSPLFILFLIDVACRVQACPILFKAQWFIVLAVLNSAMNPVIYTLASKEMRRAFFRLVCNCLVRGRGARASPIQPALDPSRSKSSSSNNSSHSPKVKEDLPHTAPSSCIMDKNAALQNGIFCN
# Efa HMGR inh: blocks class II HMG-CoA reductase of Enterococcus faecalis | purified E. faecalis HMGR, NADPH absorbance 340 nm kinetic | inhibition, % at 10 µM | hit rate 0.41% among 190,000;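 active = inhibition above a set limit, the median over all tested compounds plus 3 SD, cut at about 9.5% in these data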;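 also: enzyme runs in reverse so mevalonate oxidation gives rising NADPH absorbance; 0% = complete reaction with DMSO and 100% = background rate lacking mevalonate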
# DTT redox prof: compounds producing H2O2 with reducing agent – biochemical, NIH compound library profiling, artefact control for MLSCN library redox annotation, primary screen | activation, % at 10 µM | hit rate 0.03% among 200,000 | AID 878 | DTT-dependent redox cycling H2O2, phenol red/HRP absorbance; 100% = 100 µM peroxide control, 0% = buffer;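 active = activation of at least 50% relative to the plate's high and low controls in the primary single-dose screen; inactive = activation below 50%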;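 also: compound incubated with DTT at 0.8 mM final as the reducing agent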
# Starred values were filed as active, the others as inactive; · = no result given.
SMILES,TNAP inh hi DEA,Lmaj promast,Hsp70 activator,PMI act satM6P,TNAP inh noacc,PMI activator,RAM network inh,S1P3 antag,Efa HMGR inh,DTT redox prof
Cc1cc(C(=O)O)ccc1-c1ccc(CO)o1,-1,-7,-0.1,1,-6,1.1,-0.1,-21,-6,-3.6
Cc1ccc(-c2cn(-c3ccccc3)c(SCC(N)=O)n2)cc1C,0,1,-0.4,0.9,-21,0.8,0.1,2,-1,0.3
COC(=O)c1cc(=O)nc2scc(C)n12,-2,-3,-0.2,1.1,-9,1,-1.2,-26,-7,-0.7
Cc1nnc(SCC(=O)Nc2ccc(N3CCOCC3)cc2)o1,-5,-4,0.0,0.9,-15,0.9,4.6,-3,0,3.1
Cc1ncc(CN2CCC(CO)(CCc3ccccc3)CC2)s1,-1,84*,0.5,0.8,-5,0.9,-1.0,-6,-2,-0.2
C=CCNC(=O)C1CC(c2cccc(OC)c2)=NO1 (stereo unspecified),-8,6,-0.1,1,-12,1,1.9,13,-5,2.1
ON=C1/C(=N\O)CC2(C/C1=N/O)OCCO2,2,1,-0.3,0.9,-33,0.9,0.5,10,1,3.5
COc1ccccc1CNC(=O)c1ccc2c(=O)n(CCCN3CCCC3=O)c(=S)[nH]c2c1,-1,-4,-0.3,1.1,7,1.1,4.2,-6,-3,-0.1
COc1ccc(/C=N/NC(=O)c2ccc(F)cc2)cc1CN1CCc2cc(OC)c(OC)cc2C1C (stereo unspecified),-4,22,-0.1,0.9,-9,1,1.0,-8,-2,-0.9
Cc1cc(-n2c(SCc3ccccc3F)nc3n[nH]c(C)c3c2=N)ccc1Cl,-4,13,-0.3,1,-58,0.9,1.6,1,-7,-0.6
CCN(CC)S(=O)(=O)c1ccc(C)c(NS(=O)(=O)c2cc(/C=C/C(=O)O)cc(OC)c2OC)c1,-4,-1,-0.2,1.1,-10,1.2,-0.6,-8,-5,-0.3
CCOc1cc(/C=N/n2nnnc2N)ccc1OCc1c(C)no[n+]1[O-],-1,-1,-0.3,1,-9,0.9,0.8,13,1,-0.3
O=C(/C=C/c1ccc(Br)cc1)NC(=O)c1ccccc1O,-5,33,0.3,1,-12,1,2.0,-8,-6,0.1
C=CCN1C(=O)C(CC(=O)Nc2ccc(OCC)cc2)N(Cc2ccccn2)C1=S (stereo unspecified),-1,0,0.1,1.1,-2,1.1,-0.5,-1,-1,-0.5
O=C(NCC1CCCO1)C1CCC(=O)N1Cc1ccc(F)cc1 (stereo unspecified),-2,-9,-0.2,0.7,-10,1,0.7,·,-4,2.1
CCOc1cccc(CN2CCCC(C(=O)c3cccc(C(F)(F)F)c3)C2)c1O (stereo unspecified),-10,14,0.0,0.8,-5,0.8,-1.0,-1,-2,-0.1
CCOC(=O)CSc1nc(N)c(C#N)c(-c2cccs2)c1C#N,-3,1,-0.3,1.1,-9,1,4.8,·,-2,0.1
Cc1ccsc1-c1nc(C(N)=O)c2[nH]c(=O)n(-c3ccc(Cl)cc3)c2n1,-3,-10,-0.1,0.9,-19,0.9,4.8,-13,0,1.0
O=C(c1ccccc1)N(Cc1ccco1)C1CCS(=O)(=O)C1 (stereo unspecified),-8,-6,0.0,0.9,-14,1,0.4,·,-6,2.1
CCOc1ccc(S(=O)(=O)N2CCOCC2)cc1[N+](=O)[O-],1,-1,0.0,0.9,-8,1,0.9,-4,-1,-0.9

# The last two compounds of the section before are carried over, then new ones follow:
SMILES,TNAP inh hi DEA,Lmaj promast,Hsp70 activator,PMI act satM6P,TNAP inh noacc,PMI activator,RAM network inh,S1P3 antag,Efa HMGR inh,DTT redox prof
O=C(c1ccccc1)N(Cc1ccco1)C1CCS(=O)(=O)C1 (stereo unspecified),-8,-6,0.0,0.9,-14,1,0.4,·,-6,2.1
CCOc1ccc(S(=O)(=O)N2CCOCC2)cc1[N+](=O)[O-],1,-1,0.0,0.9,-8,1,0.9,-4,-1,-0.9
COc1ccccc1N1C(=O)C2ON(c3ccccc3)C(c3ccc(N(C)C)cc3)C2C1=O (stereo unspecified),1,-1,-0.5,0.9,-7,0.8,1.1,9,-8,0.0
O=C1NCCC/C1=N/Nc1ccc(F)cc1,-4,31,0.2,2.2*,-9,1.6,0.4,0,-3,0.1
CC(C)(C)CC(C)(C)NC1=CC(=O)OC12CCCCC2,-6,0,-0.2,1.1,10,1.1,0.0,·,5,-0.1
CCOc1ccccc1C(=O)NCc1ccco1,-3,-8,-0.2,1,-16,1.1,1.9,6,-1,1.6
O=C(Nc1cccc(NC(=O)c2sc3ccccc3c2Cl)c1)c1ccco1,0,81*,0.1,1,-17,0.9,4.0,-15,-8,0.1
CCOC(=O)c1c(C)c(C(=O)NCC2CCCO2)c(C)n1C (stereo unspecified),1,-2,-0.4,1,-8,0.9,0.9,5,-2,0.7
O=C(Cn1ccc(C(F)(F)F)n1)N=Nc1c(O)[nH]c2ccc(Br)cc12,0,3,0.3,0.9,-54,1,1.7,-10,0,0.0
O=S(=O)(NCc1cccnc1)c1cccc2nsnc12,-3,-7,-0.3,1,-10,1,1.0,·,-1,1.1
Cc1ccc(C)c(NC(NC(=O)c2cccnc2)C(Cl)(Cl)Cl)c1 (stereo unspecified),0,16,-0.4,0.9,-6,0.9,3.6,·,-2,1.5
Cc1cc(C)c(NC(=S)N(CCN2CCCCC2)Cc2ccco2)c(C)c1,-1,24,0.2,1,-6,1,0.5,-9,-1,-0.2
COc1ccc(NS(=O)(=O)c2cc(NC(=O)/C=C/c3cc(OC)ccc3OC)ccc2N2CCCCC2)cc1,-2,92*,-0.1,1,-11,1,5.5,14,-1,0.5
COC(=O)c1ccc(NC(=O)C2CCCN(S(C)(=O)=O)C2)cc1 (stereo unspecified),-3,-10,0.0,1.2,-2,1.2,1.5,1,-3,-2.4
COc1ccc(NC(=O)c2ccc(S(=O)(=O)N(C)C)cc2)cc1OC,-8,-4,-0.3,1.1,-8,1.1,0.0,·,-5,-2.1
Clc1ccc(CN2C3=NCCN3c3ccccc32)cc1,-8,38,-0.3,1,-18,1,1.5,-6,-1,1.6
COc1ccc(-c2oc3ncnc(NCCN4CCOCC4)c3c2-c2ccc(OC)cc2)cc1,-5,49,-0.1,1,-8,1.1,-0.3,6,7,-3.0
O=C(CN1CCN(c2ccccc2F)CC1)c1c[nH]c2ccccc12,-4,1,-0.1,1.1,-16,1.1,-0.1,·,0,-3.5
CCN(CC)CCN(Cc1cc2cc3c(cc2[nH]c1=O)OCO3)C(=S)NCc1ccco1,4,3,-0.1,0.8,-1,0.9,2.2,-3,-2,6.5
CCCCCCCNC(=O)C1CC(=O)N(C)C(=Nc2ccc(OC)cc2)S1 (stereo unspecified),2,0,-0.2,1,-4,1,9.3*,15,0,-0.4
CN1CCN(c2ccc(S(=O)(=O)N3CCCCC3)cc2NC(=O)c2ccc(F)cc2F)CC1,-3,17,-0.3,0.9,-12,1,2.7,3,1,0.1
CCN1CCN(C(=O)c2cn(CC)c3ccc(S(=O)(=O)N(C)C)cc3c2=O)CC1,1,-5,0.1,0.9,-6,1,1.2,-34,-8,-0.4
O=C(COC(=O)CNC(=O)c1ccc2c(c1)OCO2)Nc1ncc(Cl)cc1Cl,-4,6,-0.3,0.8,-4,0.9,0.7,-18,2,-0.8
O=C(NCc1ccccn1)C1CCN(S(=O)(=O)c2cc(Cl)ccc2Cl)CC1,1,2,-0.2,1.1,-7,1.1,1.0,-13,-4,4.4
N#Cc1ccccc1NC(=O)CNc1ccc(Cl)c(C(F)(F)F)c1,0,2,-0.2,0.9,8,0.9,1.1,-6,-1,0.0
CCc1ccc(OCC(=O)NNC(=O)c2nn(CC)c(=O)c3ccccc23)cc1,-2,-1,-0.2,0.9,-113,0.9,0.5,-5,-7,-1.5
C=CCSc1nc(N)c(C(=O)Nc2ccccc2OC)cc1C(=O)Nc1ccccc1,1,-1,-0.1,0.9,-6,0.9,0.2,·,-6,0.3
O=c1[nH]nc(Cc2ccc(-c3ccccc3Cl)o2)c2ccccc12,-3,-3,0.1,0.9,-5,0.9,3.5,·,1,4.1
Cc1cccc(C)c1OCCNC(=O)OCc1ccccc1,-3,-9,-0.3,1,-8,1,-0.5,1,-7,-0.2
CCCc1ncc(C(=O)c2ccc(OC)cc2)n1C,-5,-7,0.1,1,-2,1,2.5,0,2,-0.3
Cc1nn(-c2ccccc2)cc1/C=N/NS(=O)(=O)c1ccccc1,-5,-5,0.0,1,-9,1.1,1.6,-1,-4,-0.2
CCC(C)(C)NC(=O)C1CCN(c2nc(OC)nc(OC)n2)CC1,0,6,-0.1,1.1,3,1.1,-0.8,-29,2,-0.1
O=C(NCCc1c[nH]c2ccccc12)C1CCN(S(=O)(=O)c2ccccc2F)CC1,2,98*,0.0,1.1,-10,1.1,2.7,-5,-1,-0.7
c1csc(-c2nc3nc4ccccc4nc3n2Cc2ccc3c(c2)OCO3)c1,-3,29,0.0,0.8,-9,0.8,4.8,23,-7,4.1
Cc1ccc(OCC(=O)Nc2ccc(N3CCOCC3)cc2)c([N+](=O)[O-])n1,-4,-4,-0.4,1,-4,1,0.1,3,-5,0.3
Cc1ccc(C2CC(=O)NC(SCC(=O)Nc3nccs3)=C2C#N)cc1 (stereo unspecified),-3,21,-0.2,0.9,9,0.8,1.4,·,1,-6.7
CCCCOC(=O)c1cc(=O)[nH]c(=O)[nH]1,-2,-7,0.1,1,-23,1,0.0,-1,-4,-0.3
CC(C)COc1ccc(C(=O)Nc2ccc(NC(=O)c3ccco3)c(Cl)c2)cc1,4,-1,-0.3,1,0,0.9,1.9,·,1,0.4
CN1CCN(C(=O)NC2CCCN2S(=O)(=O)c2ccc(Cl)cc2)CC1 (stereo unspecified),-6,-1,-0.2,0.9,-17,1,1.1,-28,-8,0.6

# Some entries already given, limited to Hsp70 activator and RAM network inh:
structure | Hsp70 activator | RAM network inh
O=C(NCCc1c[nH]c2ccccc12)C1CCN(S(=O)(=O)c2ccccc2F)CC1 | 0.0 | 2.7
CCOc1ccccc1C(=O)NCc1ccco1 | -0.2 | 1.9
O=C(/C=C/c1ccc(Br)cc1)NC(=O)c1ccccc1O | 0.3 | 2.0
C=CCN1C(=O)C(CC(=O)Nc2ccc(OCC)cc2)N(Cc2ccccn2)C1=S (stereo unspecified) | 0.1 | -0.5
Cc1ccsc1-c1nc(C(N)=O)c2[nH]c(=O)n(-c3ccc(Cl)cc3)c2n1 | -0.1 | 4.8
CCCCCCCNC(=O)C1CC(=O)N(C)C(=Nc2ccc(OC)cc2)S1 (stereo unspecified) | -0.2 | 9.3*

# PMI act satM6P: entries above that show a hit
smiles	TNAP inh hi DEA	Hsp70 activator	PMI act satM6P	TNAP inh noacc	PMI activator	RAM network inh	S1P3 antag	Efa HMGR inh	DTT redox prof
O=C1NCCC/C1=N/Nc1ccc(F)cc1	-4	0.2	2.2*	-9	1.6	0.4	0	-3	0.1
